Screens: PubChem BioAssay, Johns Hopkins Ion Channel Center
KCNQ2 inh: KCNQ2 potassium channel inhibitors, primary screen, cell-based, CHO-K1, FluxOR thallium flux, B-score (AID 2156); O88943; 20 min; hits give low values; B-score at 10 µM; actives 1.1% (n = 310,000);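 active = fluorescence ratio B-score at most minus 3 library SDs, with starting brightness B-score within 2 library SDs, cut at about -5.5 in these data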
Kir21 block: blocks the mouse Kir2.1 inward-rectifier potassium channel; HEK293-Kir2.1, FluxOR thallium flux fluorescence; hits give low values; B-score at 10 µM; actives 0.85% (n = 310,000); AID 1672;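 active = fluorescence ratio B-score at or below minus 3 SD of library scores, with starting-brightness B-score within 2 SD, cut at about -4.2 in these data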;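 also: channel flux triggered by added potassium and thallium sulfate stimulus; B-score of peak minus minimum fluorescence over baseline after thallium stimulus; more negative B-score means stronger Kir2.1 block with less thallium influx; some compounds called inactive have numbers as strong as hits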
Target sequence (P35561 whole entry, looked up): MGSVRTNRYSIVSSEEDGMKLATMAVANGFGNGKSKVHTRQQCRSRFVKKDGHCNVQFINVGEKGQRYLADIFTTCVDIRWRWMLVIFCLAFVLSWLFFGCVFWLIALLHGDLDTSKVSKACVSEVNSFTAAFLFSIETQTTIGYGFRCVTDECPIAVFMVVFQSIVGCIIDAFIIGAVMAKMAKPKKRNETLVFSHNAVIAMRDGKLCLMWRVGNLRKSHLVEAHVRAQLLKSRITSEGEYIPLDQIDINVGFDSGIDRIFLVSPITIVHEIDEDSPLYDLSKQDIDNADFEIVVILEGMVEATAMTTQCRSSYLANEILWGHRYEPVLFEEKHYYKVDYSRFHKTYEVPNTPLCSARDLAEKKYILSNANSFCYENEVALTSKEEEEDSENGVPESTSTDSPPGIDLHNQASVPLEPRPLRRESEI
* marks the source's active call; other numbers are inactive results; i = inactive.

SMILES | KCNQ2 inh | Kir21 block
Cc1cc(C)cc(NC(=O)CN2CCC(NC(=O)c3cccc(F)c3)CC2)c1 | i | 0.02
Cc1ccc(-n2ncc3c(NNC(=O)c4cccs4)ncnc32)cc1 | i | 1.7
COc1ccc(C2CC(c3cccs3)=NN2C(=O)CSc2nc3ccccc3s2)cc1 (stereo not given) | i | 0.28
CCOc1cc(CNc2ccc(O)cc2)ccc1OCc1ccc(Cl)cc1Cl | i | 2.2
Cc1ccnc(NS(=O)(=O)c2cccc3nsnc23)c1 | i | 0.99
CCOc1ccccc1NC(=S)NC(=O)CCCOc1ccc(Cl)cc1Cl | i | -0.62
CN(CC(=O)Nc1ccc(N2CCOCC2)cc1)C(=O)CCc1ccccc1Cl | i | 0.3
Cc1nnc(C)n1/N=C/c1cccnc1 | i | -1.3
COc1ccccc1NC(=O)Cc1nc(CCl)cs1 | i | -0.66
O=C(c1ccncc1)N1CCN(C2CCCCC2)CC1 | i | -0.17
CCN(Cc1ccccc1)CC(O)COc1ccccc1 (stereo not given) | i | -2.4
O=C(Nc1cccc(C2OCCCO2)c1)c1cccs1 | i | 0.46
COc1ccccc1NC(=O)CCN1CCN(C)CC1 | i | 0.19
CCS(=O)(=O)c1nc(S(=O)(=O)c2ccc(C)cc2)c(N2CCC3(CC2)OCCO3)s1 | i | 1.6
N#CCc1cccnc1Sc1ccc(Cl)cc1 | i | 1.2
Cn1c(CN2CCCC2)nc2cc(NC(=O)COc3ccc(Cl)cc3)ccc21 | i | 0.54
O=C(CSc1nc2cc(Cl)ccc2s1)NC(=O)NCc1ccco1 | i | 0.06
[O-][N+]12CCN(CC1)c1ccccc12 | i | -0.72
CC1CCc2c(sc3ncn4c(SCC(=O)NCc5ccco5)nnc4c23)C1 (stereo not given) | i | 0.1
Cn1nc(C(C)(C)C)c([N+](=O)[O-])c1C(=O)Nc1ccccc1 | i | -0.05
CCCOc1ccc(C(=O)N2CC3(CC(c4cccc(NC(=O)[C@@H]5CCC(=O)N5)c4)=NO3)C[C@H]2C(=O)NC2(C(N)=O)CC2)cc1 (stereo not given in full) | i | -0.09
CC(=O)Nc1sc2c(c1C#N)CCCC2 | i | 0.3
CCCC(=O)Nc1ccc(S(=O)(=O)N2CCCC2)cc1 | i | -1.5
Cc1cccc(NC(=O)C2CCN(C(=O)NC3CCCCC3)CC2)c1 | i | -2.5
Nc1nc(N2CCCCC2)nc2ccccc12 | i | -0.15
COC(=O)C1CCN(C(=O)CCCOc2ccccc2)CC1 | i | -0.11
COc1ccc(O)c(C(=O)c2cnn(-c3ccccn3)c2)c1 | i | 0.36
CCCCCCCCCCOC(=O)NC1CCS(=O)(=O)C1 (stereo not given) | i | 1.9
CCOc1cc(N2CCOCC2)c(OCC)cc1NC(=O)c1ccc2ccccc2n1 | i | 0.29
COc1ccccc1C(=O)NNC(=S)NC(=O)c1sc2ccccc2c1Cl | i | 1.1
COc1ccc(C2/C(=C(\O)c3ccc4c(c3)OCCO4)C(=O)C(=O)N2CCCN(C)C)c(OC)c1 (stereo not given) | i | 0.71
Cc1cccnc1NCC(O)COc1ccccc1 (stereo not given) | i | 0.02
CCOC(=O)C1CCCN(C(=O)COc2ccc(N(C)S(=O)(=O)c3ccc(C)cc3)cc2)C1 (stereo not given) | i | -0.09
CCOC(=O)C1CCN(C(=O)COc2ccc3c(c2)OCO3)CC1 | i | 1.9
Cc1cnccc1CN(C)C(=O)CC1C(=O)NCCN1CC1CCCCC1 (stereo not given) | i | -0.79
CCn1cc(C(C)NC(=O)Nc2ccccc2C(=O)OC)c(C)n1 (stereo not given) | i | -2

Copied from the listing (seven entries):
SMILES | KCNQ2 inh | Kir21 block
CCCCCCCCCCOC(=O)NC1CCS(=O)(=O)C1 (stereo not given) | i | 1.9
CCOc1cc(N2CCOCC2)c(OCC)cc1NC(=O)c1ccc2ccccc2n1 | i | 0.29
COc1ccccc1C(=O)NNC(=S)NC(=O)c1sc2ccccc2c1Cl | i | 1.1
COc1ccc(C2/C(=C(\O)c3ccc4c(c3)OCCO4)C(=O)C(=O)N2CCCN(C)C)c(OC)c1 (stereo not given) | i | 0.71
Cc1cccnc1NCC(O)COc1ccccc1 (stereo not given) | i | 0.02
CCOC(=O)C1CCCN(C(=O)COc2ccc(N(C)S(=O)(=O)c3ccc(C)cc3)cc2)C1 (stereo not given) | i | -0.09
CCOC(=O)C1CCN(C(=O)COc2ccc3c(c2)OCO3)CC1 | i | 1.9

Additional entries:
SMILES | KCNQ2 inh | Kir21 block
Cc1ccc(NC2=Nc3ccccc3CS2)cc1 | i | 1.2
Cc1cc(C(=O)NC2CC(C)(C)Cc3c2cnn3-c2ccccc2C)c(C)o1 (stereo not given) | -5.7* | 0.91
O=[N+]([O-])c1ccc(-n2cnc3ccccc32)c([N+](=O)[O-])c1 | i | 0.01
O=C(CCc1nc(-c2ccccc2Cl)no1)NC1CCCCC1 | i | -0.01
O=C(NCc1cccs1)c1cccnc1C(=O)O | i | 0.12
O=C(Cn1nc(C(=O)O)c2ccccc2c1=O)c1c[nH]c2ccccc12 | i | 0.95
CC(C)(C)NC(=O)C(c1ccccn1)N(C(=O)C1CSC(=O)C1)c1ccccc1F (stereo not given) | i | 0.04
CC(=O)n1cc(C(C[N+](=O)[O-])SCCN)c2ccccc21 (stereo not given) | -7.3* | -13*
Cc1oncc1C(=O)Nc1cccc(C#N)c1 | i | -1.4
Cc1ccc(SCc2c(C(=O)N/N=C/C3CC=CCC3)nnn2-c2nonc2N)cc1 (stereo not given) | i | -0.88
CC(C)CC(COCc1cccc(C(F)(F)F)c1)N1CCN(C(=O)c2cccc(C(F)(F)F)c2)CCC1=O (stereo not given) | i | 0.05
Cc1csc(NC(=O)CCN2C(=O)c3ccccc3S2(=O)=O)n1 | i | 2.5

Reprinted at random: 2 compounds from above
SMILES | KCNQ2 inh | Kir21 block
CC(C)CC(COCc1cccc(C(F)(F)F)c1)N1CCN(C(=O)c2cccc(C(F)(F)F)c2)CCC1=O (stereo not given) | i | 0.05
O=C(CCc1nc(-c2ccccc2Cl)no1)NC1CCCCC1 | i | -0.01

Other results.
SMILES | KCNQ2 inh | Kir21 block
CCN1CCN(S(=O)(=O)c2ccc(OC)c3ccccc23)CC1 | i | -0.87
CCCCNC(=O)CC1N=C2c3ccccc3N=C(SCC(=O)Nc3cccc(C)c3)N2C1=O (stereo not given) | i | 0.12
COc1ccc(C=NCC2OCCc3ccccc32)cc1OC (stereo not given) | i | 0.37
COc1ccc(C)cc1N(CC(=O)N1CCc2ccccc2C1)S(C)(=O)=O | i | 0.6
Cc1ccc2occ(/C=N/NC(=O)c3ccccc3C)c(=O)c2c1 | i | -1.1
COc1ccc(Nc2ncc(C(=O)N3CCN(c4ccccc4OC)CC3)c3ccccc23)cc1 | i | 1.2
O=C(CSc1n[nH]c(-c2cccs2)n1)NCc1ccc2c(c1)OCO2 | i | -0.14
CN(C)C(=O)C(NC(=O)c1ccccc1)=C(Cl)Cl | i | 0.02
CS(=O)(=O)N(CC(=O)N1CCc2ccccc2C1)c1ccc2c(c1)OCO2 | i | -2.6
CCN(C(=O)CSc1nc2ccc([N+](=O)[O-])cc2s1)C1CCS(=O)(=O)C1 (stereo not given) | i | 0.19
CCC(=O)N1CCc2cc(S(=O)(=O)N3CCN(c4ccccn4)CC3)ccc21 | i | -0.81
Cn1nc(C(=O)N2CCN(S(=O)(=O)c3ccccc3)CC2)c2ccccc2c1=O | i | 1.4
CCCCCC(O)(c1ccc(OCC)cc1)C(CN1CCOCC1)c1ccccc1 (stereo not given) | i | 0.48
COC(=O)C1=C(C)NC(C)=C(C(=O)OC)C1C(=O)OC1CCCCC1=O (stereo not given) | i | -0.67
COc1cc(C)ccc1N(CCCN1C(=O)c2cccc3cccc(c23)C1=O)C(=O)c1cccs1 | i | 1.2
Cc1ccc(S(=O)(=O)N[C@H](C(=O)Oc2ccc3c(C(F)(F)F)cc(=O)oc3c2)c2ccccc2)cc1 | i | -0.62
NC(=O)C1(N2CCCCC2)CCN(C(=O)c2ccc(C#Cc3ccccc3)o2)CC1 | i | 1.7
Cc1cc(=O)[nH]c(N/N=C/c2c(C)nn(-c3ccccc3)c2Cl)n1 | i | 0.92
COC(=O)C(NC(=O)c1ccco1)(Nc1ccc(Br)cn1)C(F)(F)F (stereo not given) | i | -1.1
CCOC(=O)c1c(-c2ccccc2Cl)csc1NC(=O)c1cc(S(=O)(=O)N2CCOCC2)ccc1C | i | -0.46
CCC(CC)C(=O)c1c[nH]c(C(=O)NC2CCCCCC2)c1 | i | -0.03
CN(C(=O)c1ccc2c(c1)OCO2)C1CCS(=O)(=O)C1 (stereo not given) | i | -0.12
Fc1ccc(-c2cc(C(F)(F)F)nc(-n3cc(Cl)cn3)n2)cc1 | i | -1.5
Oc1ccccc1C1CCCCC1c1ccccc1 (stereo not given) | i | -0.68
CCCCc1ccc(NC(=O)C2CCN(S(C)(=O)=O)CC2)cc1 | i | 1.1
CCC(=O)Nc1cccc(C2=NOC3(C2)C[C@H](C(N)=O)N(C(=O)Cc2ccc([N+](=O)[O-])cc2)C3)c1 (stereo not given in full) | i | 1
CC(C)C(=O)Nc1nnc(COc2ccc(Cl)cc2)s1 | i | 0.08
Cc1c(Cl)cccc1NC(=O)CCN1CCCCC1 | i | -1
CC(=O)NN1C(=O)c2ccccc2NC1c1ccco1 (stereo not given) | i | 0.2
Cc1ccc2c(c1)c1ncn(Cc3ccc(F)cc3)c(=O)c1n2C | i | 1.1
CC1CCC(NC(=O)CCCn2sc3ccccc3c2=O)CC1 (stereo not given) | i | 0.85
COC(=O)C(C)Sc1ccc2nnc(-c3ccc(F)cc3)n2n1 (stereo not given) | i | -0.88
CCc1ccc(N2C(=O)/C(=C/c3cccs3)N(CC(=O)OC)C2=S)cc1 | i | 0.26
COc1ccc(NC(=O)C2(c3ccccc3)CCCC2)cc1 | i | 2.2
Cc1ccc(CNC(=O)CNC(=O)c2c(C)nn(C)c2Cl)cc1 | i | -0.71
Cc1nn(-c2ccccc2)c(Cl)c1/C=N/NC(=O)c1ccnn1C | i | 0.51
CC1=NC(C)(C)Cc2c(C)cccc21 | i | -2.6
O=C(O)c1ccc(CNC(=O)c2ccccc2NC(=O)c2ccc([N+](=O)[O-])cc2)cc1 | i | 1.4
N#Cc1ccc(C(CC(=O)O)N2Cc3ccccc3C2=O)cc1 (stereo not given) | i | 0.37
COc1ccc(OC)c2[nH]c(=O)c(CCNC(=O)c3cc4ccccc4o3)cc12 | i | 0.18
CCc1nc2ccccc2nc1N1CCN(S(=O)(=O)c2c(C)cc(Cl)cc2C)CC1 | i | 1.1
Cc1cc(C(F)(F)F)nn1CC(=O)N1CCOCC1 | i | 0.18
COc1ccccc1-n1c(CNC(=O)c2ccco2)n[nH]c1=S | i | -1.2
COc1ccc(C)cc1NC(=O)CSc1ccc(-c2sc(C)nc2C)nn1 | i | 0.77
COc1ccc(N(CC(=O)NCc2cccs2)S(=O)(=O)c2c(C)nn(C)c2C)cc1 | i | -0.13
CC(=O)CSc1nnc(Cc2ccc3c(c2)OCO3)o1 | i | 1.3
O=c1[nH]n(Cc2ccccc2)c(=O)c2ccccc12 | i | -1.5
O=C(CN1CCCc2ccccc21)NC(=O)NCc1ccccc1 | i | 0.81

An excerpt from above in order of their number in Kir21 block, rising:
SMILES | KCNQ2 inh | Kir21 block
COc1ccc(N(CC(=O)NCc2cccs2)S(=O)(=O)c2c(C)nn(C)c2C)cc1 | i | -0.13
N#Cc1ccc(C(CC(=O)O)N2Cc3ccccc3C2=O)cc1 (stereo not given) | i | 0.37
COc1ccc(C)cc1NC(=O)CSc1ccc(-c2sc(C)nc2C)nn1 | i | 0.77
O=C(CN1CCCc2ccccc21)NC(=O)NCc1ccccc1 | i | 0.81
CCc1nc2ccccc2nc1N1CCN(S(=O)(=O)c2c(C)cc(Cl)cc2C)CC1 | i | 1.1
CC(=O)CSc1nnc(Cc2ccc3c(c2)OCO3)o1 | i | 1.3

Next section:
SMILES | KCNQ2 inh | Kir21 block
CC(=O)N1CCc2c(sc3c2c(=O)n(-c2ccccc2)c(=O)n3Cc2ccccc2Cl)C1 | i | 1.4
Cc1nn(CC(=O)N2CCN(c3ccccc3)CC2)c(C)c1[N+](=O)[O-] | i | 0.31
CCn1c(SCC(=O)c2ccc3ccccc3c2)nnc1-c1cccs1 | i | -2.7
O=C(NCC1CCCCC1)c1cccnc1Cl | i | -0.1
Cc1ccccc1C(=O)N/N=C/c1ccsc1C | i | -0.73
Clc1nnc(NN=C2CCCC2)c2ccccc12 | i | 0.31
CN1C(=O)c2ccccc2Sc2ccc(NC(=O)NC3CC3)cc21 | i | 0.44
O=C(CC1SC(N2CCCCC2)=NC1=O)Nc1ccc(C(=O)Nc2ccccc2)cc1 (stereo not given) | i | 0.7
CCCCCn1c(CNC(=O)COC)nc2ccccc21 | i | 0.45
Cc1ccccc1NC(=O)NNC(=O)c1ccc2ccccc2c1 | i | -0.8
NC(=O)c1ccc(NC(=O)COC(=O)C(Cc2ccccc2)NC(=O)c2ccccc2)cc1 (stereo not given) | i | 1.6
O=C(CCc1nnc2ccc(N3CCC4(CC3)OCCO4)nn12)NCc1ccc(F)cc1 | i | 0.1
Cn1c(SCC(=O)Nc2ccc3[nH]c(=O)[nH]c3c2)nnc1-c1ccccc1 | i | 0.17
COc1ccccc1OC(=O)c1cc2ccccc2oc1=O | i | -0.96
CCCCn1c(N)c(N(CCOC)C(=O)CN(C)S(=O)(=O)c2ccc(Cl)cc2)c(=O)[nH]c1=O | i | 0.84
c1ccc(CN(Cc2ccco2)C(c2ccncc2)c2nnnn2C2CCCC2)cc1 (stereo not given) | i | 0.55
O=C(Nc1nc(-c2ccc(-c3ccccc3)cc2)cs1)C1CCCO1 (stereo not given) | i | 1.4
CN(C)C(=O)COC(=O)[C@H](Cc1ccccc1)NC(=O)c1ccco1 | i | -0.1
COc1cc2c(cc1OC)-c1nnc(-c3cccs3)n1C1(CCCC1)C2 | i | 0.45
CCOc1ccc(C(=O)Nc2c3c(nn2-c2cccc(C)c2C)CS(=O)C3)cc1 (stereo not given) | i | 1.6
